Luc counter = Counterscreen for Luciferase (Kinase-Glo TM) Inhibition | Luciferin 4-monooxygenase (Photuris pensylvanica), Q27757 | Kinase-Glo luciferase, ATP luminescence, 8 min | Potency, µM (series often up to 38.3 µM), for the others: top-dose activity change, negative = inhibition, actives largely listed as inhibitors | hit rate 0.28% among 200,000; note: potency is the fitted concentration of half-maximal effect; % is set by controls: 0 for no effect and ±100 for the full control effect; nearly all actives have a fitted effect of over 60% in size
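Recombinant Kinase-Glo luciferase, 10 uM ATP (linear range), luciferin; imidazole pH 7.2 / KCl / MgCl2 / Tween / BSA buffer; 8 min RT; luminescence.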
NPSR antag = qHTS Assay for Antagonists of the Neuropeptide S Receptor: cAMP Signal Transduction. Q6W5P4. CHO-NPSR cells, cAMP TR-FRET, antagonist mode. Potency, µM (top dose mostly 38.3 µM), inactives show top-dose activity change, negative = inhibition, hits mostly inhibitors. hit rate 1% among 220,000. AID 1461, 2008; note: potency is the fitted concentration of half-maximal effect; % is set by controls: 0 for no effect and ±100 for the full control effect; nearly all actives have a fitted effect of over 50% in size; many of its hits are not listed in these tables
Target sequence (Q6W5P4 whole entry, looked up): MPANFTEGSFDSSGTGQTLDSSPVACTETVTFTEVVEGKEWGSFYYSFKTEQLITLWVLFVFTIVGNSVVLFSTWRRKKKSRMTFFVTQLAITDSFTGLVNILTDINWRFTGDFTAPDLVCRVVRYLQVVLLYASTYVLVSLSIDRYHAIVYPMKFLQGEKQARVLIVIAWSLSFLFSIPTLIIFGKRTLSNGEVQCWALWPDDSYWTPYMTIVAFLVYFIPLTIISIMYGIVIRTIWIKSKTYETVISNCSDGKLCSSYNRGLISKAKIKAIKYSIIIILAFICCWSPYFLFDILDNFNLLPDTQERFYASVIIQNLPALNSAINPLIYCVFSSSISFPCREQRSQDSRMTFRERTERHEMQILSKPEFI
Lamin A splicing = qHTS Assay for Modulators of Lamin A Splicing; HeLa LMNA splicing GFP/RFP minigene ratio, 48 h; Potency, µM (series often up to 46.1 µM), for the others: at the top dose ratio change, negative = inhibition, usual class: inhibitors; hit rate 0.01% among 200,000; active = well fitted inhibition curve with a large enough effect in the signal ratio, with a control signal flat, not every such curve was filed as active; inconclusive = small, poorly fitted or top-dose-only effect, or effect the other way, or a change in a side signal; the % refers to the signal ratio; note: potency is the fitted concentration of half-maximal effect; % is set by controls: 0 for no effect and ±100 for the full control effect
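S3 HeLa stable clones carrying a lamin A-EGFP splicing minigene plus DsRed2 were seeded at 600 cells/well in Opti-MEM with 2% FBS, pin-dosed and incubated 48 h at 37°C. Acumen cytometry (488 nm) gave the GFP/RFP total-intensity ratio.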
IMPase Li inh = qHTS Assay for Identifying the Cell-Membrane Permeable IMPase Inhibitors: Potentiation with Lithium. CHO-M1 cells, IP1 TR-FRET (IP-One), carbachol + lithium. AID 1457, 2008. Potency, µM (top dose mostly 59.4 µM), inactives show top-dose activity, negative = IMPase inhibition, most hits filed as inhibitors. hit rate 0.35% among 210,000;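 note: IP1 builds up when IMPase is blocked and the TR-FRET signal falls; potency is the fitted concentration of half-maximal effect; plate controls were basal vehicle for no effect and high inhibitor control for full effect; nearly all actives have a fitted effect of over 50% in size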
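CHO-M1, 2000 cells/well, 16–30 h culture; cpd + low Li+, 30 min 37C; lysis with d2-IP1/Eu-anti-IP1 Ab, 10 min RT; TR-FRET 665/620 ratio and 620 channel; AC50 via Hill.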
Epigenetic derep = Quantitative High-Throughput Screen for Regulators of Epigenetic Control. murine LDR cells, GFP reporter derepression, 30 h. Potency, µM (doses to about 53.9 µM), inactives show top-dose GFP activation, actives largely listed as activators. hit rate 0.2% among 280,000. AID 1865, 2009; note: potency is the fitted concentration of half-maximal effect; % of control where 0% means no effect; nearly all actives have a fitted effect of over 60% in size
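Readout is the number of GFP-expressing murine LDR cells, counted by cytometry following washing. Cells were treated with compound for 30 h at 37 C; the stably integrated CMV-GFP locus is normally silent.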
CBFb RUNX1 block = qHTS Assay for Compounds Blocking the Interaction Between CBF-beta and RUNX1 for the Treatment of Acute Myeloid Leukemia; AlphaScreen CBFb-His/RUNX1-biotin binding, biochemical; 230,000 tested, under 10 active; Runt-related transcription factor 1 (Homo sapiens) + Core-binding factor subunit beta …; Potency, µM (doses to about 59.8 µM), without a hit: top-dose activity, negative = inhibition, actives largely listed as inhibitors; note: % of control where 0% means no effect
Target sequence (Q01196 whole entry, looked up): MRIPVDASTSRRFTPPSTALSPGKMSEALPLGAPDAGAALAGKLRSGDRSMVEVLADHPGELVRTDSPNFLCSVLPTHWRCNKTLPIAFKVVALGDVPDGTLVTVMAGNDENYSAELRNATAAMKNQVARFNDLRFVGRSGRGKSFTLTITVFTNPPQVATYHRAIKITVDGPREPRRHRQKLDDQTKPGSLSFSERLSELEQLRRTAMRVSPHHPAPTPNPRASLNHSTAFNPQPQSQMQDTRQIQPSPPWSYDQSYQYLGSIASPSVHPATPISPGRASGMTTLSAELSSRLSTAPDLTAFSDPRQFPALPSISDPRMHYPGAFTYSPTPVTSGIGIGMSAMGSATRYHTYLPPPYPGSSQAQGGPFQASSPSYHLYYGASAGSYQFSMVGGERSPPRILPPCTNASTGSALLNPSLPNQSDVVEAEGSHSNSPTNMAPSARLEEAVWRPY
Target sequence (Q13951 whole entry, looked up): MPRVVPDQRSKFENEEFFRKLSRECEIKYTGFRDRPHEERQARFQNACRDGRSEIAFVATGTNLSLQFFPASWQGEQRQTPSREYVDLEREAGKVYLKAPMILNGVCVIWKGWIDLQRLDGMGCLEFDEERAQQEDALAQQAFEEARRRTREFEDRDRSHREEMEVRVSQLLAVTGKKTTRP
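Compounds were screened at multiple concentrations against a preformed CBF-beta(His)/RUNX1(biotin) complex (30 nM of each) for 15 min at room temperature, followed by 90 min with nickel and streptavidin beads and AlphaScreen reading.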
HttQ103 aggreg = qHTS Multiplex Assay to Identify Dual Action Probes in a Cell Model of Huntington: Aggregate Formation (GFP); hit rate 1.1% among 220,000; PC12 HttQ103-GFP aggregates, Acumen cytometry, 40 h; AID 1688, 2009; Potency, µM (top dose mostly 46.1 µM), for inactives: at the highest dose activity change, negative = inhibition, actives largely listed as inhibitors; note: potency is the fitted concentration of half-maximal effect; % is set by controls: 0 for no effect and ±100 for the full control effect; nearly all actives have a fitted effect of over 60% in size
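Inducible Q103 Huntingtin exon 1–GFP PC12 line, 1500 cells/well in phenol red free DMEM with 5% equine and 5% calf serum. Tebufenozide 100 nM induced expression; compounds titrated; aggregates quantified by cytometry.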
Starred values were filed as active, the others as inactive; ? = inconclusive; / = not tested or not shown; [ ] = another dose, or the depositor's remark. Unless noted, calls come from the whole dose curve; as a rule, active = well fitted curve in the direction sought with a large enough effect; inconclusive = small, poorly fitted or top-dose-only effect, or another doubt; inactive = no such curve, though single readings can be large; an effect the other way counts as inactive or inconclusive.

The line under a structure holds: Luc counter, NPSR antag, Lamin A splicing, IMPase Li inh, Epigenetic derep, CBFb RUNX1 block, HttQ103 aggreg
N#Cc1ccc(-c2ccc(F)cc2)nc1Sc1ccc(F)cc1
 : 0%, ?, 9%, ?, -1.2%, 5%, -8%
NC(=O)CC(NC(=O)Cc1cccc2ccccc12)c1ccc(NCCc2ccc(F)cc2)c([N+](=O)[O-])c1 (configuration not stated)
 : /, -33%, /, /, ?, -7%, -34%[9.22 µM]
O=C(Nc1nnc(C2CC2)s1)C1COc2ccccc2O1 (configuration not stated)
 : -14%, -8%, -6%[46 µM], -1%, 1.1%, 0%, -14%
Cc1ccc(Nc2nc(N)nc(CN3CCN(C)CC3)n2)cc1
 : -1%, -1%[46.1 µM], -7%, 12%[38.3 µM], 0.0%, -19%, 0%
S=c1[nH]nc(-c2ccco2)n1/N=C/c1ccc(Cl)c(Cl)c1
 : /, 6%[46.1 µM], -20%, /, -0.9%, -13%, ?
Cn1c(=O)c([N+](=O)[O-])c(NCC(O)c2ccccc2)c2ccccc21 (configuration not stated)
 : -2%, 10%, -2%, -6%, -1.0%, -7%, -13%
Nc1ccc(N2CCCCC2)c(Cl)c1
 : -1%, -9%, 9%[46 µM], -1%, 0.2%, -1%, 3%[9.22 µM]
CCc1ccc(NC(=O)CCn2cccc2)cc1
 : -2%, 10%[46.1 µM], 8%, -15%[38.3 µM], -1.5%, -10%, 14%
COc1ccc(NC(=S)NC2CCCCCC2)c(OC)c1
 : 2%, 3%, -25%, 11%, 0.0%, -7%, 0%
O=C(Nc1ccccc1)Nc1ccc(S(=O)(=O)N2CCCCC2)cc1
 : -1%, -19%[46.1 µM], ?, 19%[38.3 µM], -14%, 9%, 13µM*
CC1CC(C)CN(C(=O)C(Cc2ccccc2)n2cccc2)C1 (configuration not stated)
 : /, -20%, /, /, -3.0%, 1%, 5%[9.22 µM]
CNc1oc(-c2ccc(C)cc2)nc1P(=O)(c1ccccc1)c1ccccc1
 : 0%, 13µM*, 4%, 37%[activator][38.3 µM], -1.6%, -13%, -21%
Nc1cnn(C2CCCO2)c(=O)n1 (configuration not stated)
 : 8%, -23%[46.1 µM], ?, -26%[38.3 µM], 12%, 3%, 3%
CCOC(=O)c1c(CCl)nc2ccccc2c1-c1ccccc1
 : /, -23%, /, /, -1.6%, 20%, -32%[9.22 µM]
O=C(COC(=O)c1ccccc1C(=O)c1ccccc1)NCCc1ccc(Cl)cc1Cl
 : 1%, -40%, ?, 12%, -1.0%, 5%, 10%
C=C(C)C(=O)Nc1cccc(C2=NOC3(C2)C[C@H](C(N)=O)N(C(=O)C(c2ccccc2)c2ccccc2)C3)c1 (some centres not stated)
 : /, 8%, /, /, -0.4%, -29%, -5%[9.22 µM]
CS(=O)(=O)c1ccc(C(=O)Nc2cc(S(C)(=O)=O)ccc2Cl)cc1
 : /, -6%[46.1 µM], -13%, /, -0.9%, 0%, 4%
CCOP(=O)(OCC)C(Nc1ccccc1)c1cccnc1 (configuration not stated)
 : /, 11%, /, /, 1.0%, 9%, 6%[9.22 µM]
O=C(CCl)Nc1cccc(Oc2ccccc2)c1
 : 0%, -32%, 12%[46 µM], 1%, -0.2%, -3%, ?
Cc1ccc(-c2sc(C(=O)NN)c(C)c2C#N)cc1
 : /, 4%, /, /, -0.6%, 1%, -1%[9.22 µM]
COc1cccc(NC(=O)CSc2nnc(-c3ccoc3C)n2-c2ccccc2)c1
 : -7%, -20%[46.1 µM], 9%, 6%[38.3 µM], -0.2%, -13%, 5%
O=[N+]([O-])c1ccc(Oc2ccc(F)cc2)c2ccncc12
 : 2%, -4%[46.1 µM], ?, 32%[activator][38.3 µM], 1.5%, -24%, 10µM*
COc1cccc(C(=O)C2CCCN(Cc3cccn3-c3ccccn3)C2)c1 (configuration not stated)
 : /, 8%, /, 17%, -0.2%, 3%, 12%[9.22 µM]
Cc1cc(C)c(N=Cc2c(O)n(-c3nccs3)c(=O)c3ccccc23)c(C)c1
 : 1%, ?, -10%, 13%, 0.0%, 0%, ?
CC1(C)OC2C(CO)OC(n3cnc4c(=S)nc[nH]c43)C2O1 (configuration not stated)
 : /, -27%, ?, /, 2.2%, 3%, -5%[9.22 µM]
OCC1CCCN(C(=S)Nc2ccc(Oc3ccccc3)cc2)C1 (configuration not stated)
 : 2%, 11%, /, 1%, 2.5%, 12%, ?
CN(c1ccccc1)S(=O)(=O)c1cccc(C(=O)Nc2nn[nH]n2)c1
 : /, -15%, /, /, -1.3%, 2%, 0%[9.22 µM]
Cc1c(C(=O)Nc2ccc(C(=O)O)cc2)cnn1C
 : -3%, -3%[46.1 µM], 0%, -5%[38.3 µM], -1.1%, 0%, 23%
O=C(COc1ccc(Cl)cc1)Nc1c(-c2cccs2)nc2ccccn12
 : 2%, 11%, -6%, -24%, ?, 3%, 18%
CCn1c(CNC(=O)COc2ccc(C(C)C)cc2)nnc1SCC(=O)NC1CCCCC1C (configuration not stated)
 : -1%, -11%[46.1 µM], ?, 0%, -2.0%, -3%, -4%

5 entries picked at random from those above, as already listed:
The line under a structure holds: Luc counter, NPSR antag, Lamin A splicing, IMPase Li inh, Epigenetic derep, CBFb RUNX1 block, HttQ103 aggreg
Cc1c(C(=O)Nc2ccc(C(=O)O)cc2)cnn1C
 : -3%, -3%[46.1 µM], 0%, -5%[38.3 µM], -1.1%, 0%, 23%
COc1cccc(NC(=O)CSc2nnc(-c3ccoc3C)n2-c2ccccc2)c1
 : -7%, -20%[46.1 µM], 9%, 6%[38.3 µM], -0.2%, -13%, 5%
O=C(COc1ccc(Cl)cc1)Nc1c(-c2cccs2)nc2ccccn12
 : 2%, 11%, -6%, -24%, ?, 3%, 18%
CCOP(=O)(OCC)C(Nc1ccccc1)c1cccnc1 (configuration not stated)
 : /, 11%, /, /, 1.0%, 9%, 6%[9.22 µM]
O=C(CCl)Nc1cccc(Oc2ccccc2)c1
 : 0%, -32%, 12%[46 µM], 1%, -0.2%, -3%, ?

Further results:
The line under a structure holds: Luc counter, NPSR antag, Lamin A splicing, IMPase Li inh, Epigenetic derep, CBFb RUNX1 block, HttQ103 aggreg
CCN1CCN(CC(=O)N2N=C(c3cccs3)CC2c2ccc(OC)cc2)C(=O)C1=O (configuration not stated)
 : -1%, 2%, /, 7%, -1.5%, 2%, 4%
CCOP(=O)(OCC)/C(C#N)=C/c1ccc(-c2ccc(F)cc2F)o1
 : /, 36%, /, /, 1.6%, 5%, -22%[9.22 µM]
O=[N+]([O-])c1ccc(-c2nnc(-c3ccccc3)c(NCCCO)n2)cc1
 : 2%, -10%, ?, 0%, 0.0%, -8%, -18%
Cc1ccc(Nc2nc(N)c([N+](=O)[O-])c(NCc3ccco3)n2)cc1
 : 0%, -20%, 10%, 15%, 0.0%, -23%, 25%
O=C(CCn1c(=O)sc2ccccc21)Nc1nc2ccccc2s1
 : -1%, -23%[46.1 µM], -10%, 33%[38.3 µM], -0.8%, -1%, -20%
COc1cc2c(cc1OC)C(C(=O)O)C(c1ccc(C)o1)N(C)C2=O (configuration not stated)
 : -3%, -10%[46.1 µM], 9%, 14%[38.3 µM], -1.0%, 1%, 25%
CS(=O)(=O)N(CC(=O)Nc1cc(Cl)ccc1Cl)c1ccccc1Cl
 : 6%, -23%[46.1 µM], -4%, -5%[38.3 µM], -1.5%, 0%, 25%[9.22 µM]
CCN(CC)C(=O)c1ccc(/C=C/c2c[nH]c3ccccc23)[n+](C)c1
 : -3%, -35%, ?, 31%[activator], ?, 5%, 0%
C[C@H]1OC(=O)CC[C@@H]2[C@]1(C)CCC1[C@@]2(C)CC[C@@]2(C)C3CC(C)(C)CC[C@]3(CO)CC[C@]12C (some centres not stated)
 : -2%, /, /, -4%, 1.1%, -2%, /
COc1cccc(CC2(CO)CCN(Cc3cccn3-c3cccnc3)CC2)c1
 : 2%, -12%, /, 4%, 4.4%, -3%, -1%[9.22 µM]
CC(C)CC(OC(=O)c1ccco1)C(=O)NCC1CCCO1 (configuration not stated)
 : 0%, -10%[46.1 µM], 4%, 0%[38.3 µM], -0.9%, 1%, -8%
Fc1ccc2nc(Nc3nc4c(F)cc(F)cc4s3)sc2c1
 : /, ?, -13%, /, 0.8%, 0%, ?
CC(C)Oc1cccc(-c2nnc(SCC(=O)Nc3ccc4c(c3)OCCO4)n2N)c1
 : -1%, -12%[46.1 µM], -3%, -7%[38.3 µM], 0.3%, 2%, -2%
Cc1cc(C(=O)NCc2cccs2)n(-c2ccccc2)n1
 : 0%, 5%[46.1 µM], -4%, -4%[38.3 µM], 2.7%, 4%, -1%
COc1ccc(-c2ccc([C@H]3[C@@H]4C=CCC[C@@]4(C)C(=O)N3Cc3ccccc3)c(F)c2)cc1OC
 : /, ?, /, /, -3.6%, -5%, -10%[9.22 µM]
O=C(NC1(C(=O)NC2CCCCC2)CCCCC1)c1ccc2c(c1)OCO2
 : 2%, -1%, 7%, 16%, -1.0%, 2%, -3%
CCOc1cc(S(=O)(=O)N(CC)CC)ccc1Br
 : 2%, -3%[46.1 µM], -2%, 22%[38.3 µM], 0.0%, 15%, -7%
O=C(Cc1cccc2ccccc12)NC(=S)Nc1cccc(C(=O)O)c1
 : 0%, -22%, /, 2%, -3.2%, -8%, 24%
CCOc1ccc2nc(SCCNS(=O)(=O)c3ccccc3)sc2c1
 : 1%, -13%, ?, 16%, -3.2%, 12%, 4%
O=C(NCc1nnc(SCC(=O)N2CCCC2)o1)c1ccccc1F
 : 16%, -11%[46.1 µM], 0%, 23%[38.3 µM], -3.9%, 7%, 10%
COc1ccccc1NC(=O)C1(C)Cc2ccccc2C(=O)O1 (configuration not stated)
 : 2%, 1%[46.1 µM], 1%, 8%[38.3 µM], 0.0%, -1%, -6%
FC(F)Oc1ccc(NC(=S)NCC2COc3ccccc3O2)cc1 (configuration not stated)
 : -2%, -15%, -16%, 2%, 2.2%, -2%, -19%
COC(=O)c1sccc1NC(=O)Nc1cc(C)ccc1C
 : -1%, -9%, /, 9%, 13%, 4%, 30%
Cn1c(N)c(C(=O)CN2CCc3ccccc3C2)c(=O)n(C)c1=O
 : 1%, 6%, -6%[46 µM], 12%, -1.2%, -4%, 22%
C[N+](C)(CCCOc1ccccc1)c1ccccc1
 : 3%[17.1 µM], /, ?, 0%, 1.1%[16.9 µM], -13%[21.7 µM], /

Screening results (PubChem)

The list is partial. The share of hits here may be higher or lower than overall.
